# ARNT TACC3 PPI = disrupts binding between human ARNT and TACC3; AlphaScreen His-ARNT PAS-B/GST-TACC3 binding, luminescence; TACC3 fragment carries E629A point mutation; AID 623870; Q9Y6A5; 390,000 compounds, 0.66% hits; inhibition, % at 9.99 µM;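 active means mean inhibition of replicates at least 50% and at least half of replicates each reaching 50%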;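 further: 0% = complete ARNT plus TACC3 wells and 100% = ARNT alone without TACC3; many hits fall short of the cut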
# * = called active by the depositor. This is a subset (hit frequency here may not be typical).
ARNT TACC3 PPI | structure
-2.4 | COC(=O)C1CCN(CC(=O)Nc2sc3c(c2C#N)CCC3)CC1
0.8 | COc1cc(C2=NOC(C(=O)NCc3ccccn3)C2)cc(OC)c1OC (stereo unspecified)
-7.3 | COc1ccc(CC(=O)Nc2cccc(-c3csc(C)n3)c2)cc1
-2.7 | CCN(CC)C(=O)CSc1nnc(-c2cnccn2)n1-c1ccc(C)cc1
-1.5 | COc1ccc(CNC(=O)Nc2cccc(Cl)c2)cc1
1.7 | CCn1c(SCC(=O)Nc2sc3c(c2C#N)CCCC3)nnc1-c1ccncc1
-0.6 | CCOC(=O)C(NC(=O)c1ccc(F)cc1)(Nc1nnc(C)s1)C(F)(F)F (stereo unspecified)
26.0 | Nc1ccc(-c2cnc(N)c(C(=O)c3cccnc3)n2)cn1
-7.6 | CCc1c(C(=O)NC2CCCC2)csc1C
-1.7 | COC(=O)c1ccc(=O)n(-c2ccc(OC)cc2)c1
-1.7 | Fc1ccccc1N1CCN(c2nc3ccccc3n3nnnc23)CC1
-9.0 | O=C(COc1ccccc1)Nc1cc(C(F)(F)F)ccc1N1CCCC1
-5.7 | CCNC(=O)CSc1nnc(-c2ccc(OC)cc2)n1CC(C)C
4.1 | CN(C)CCn1c(=S)[nH]c2ccccc2c1=O
-3.3 | CCCOc1ccc(N2C(=O)CC(N3CCN(c4nc5ccccc5s4)CC3)C2=O)cc1 (stereo unspecified)
-11.8 | CC1/C(=N/O)CC(c2ccccc2)NC1c1ccccc1 (stereo unspecified)
-3.0 | COc1ccc(CCn2c(-n3nc(C)cc3C)nc3c2c(=O)[nH]c(=O)n3C)cc1
-4.2 | CNC(=O)c1sc(-c2ccc(Cl)cc2)nc1C
-3.3 | COc1cccc(CNc2ccc3c(c2)CCC3)c1
-2.0 | Cc1ccc(OCC(=O)NC2=NCCS2)cc1
7.3 | O=C(CN1CCN(Cc2ccc3c(c2)OCO3)CC1)Nc1ccc2c(c1)OCCO2
14.6 | CCN(CC)C(=O)c1ccc(Nc2nnc(C)c3ccccc23)cc1
-6.7 | C=CCNC(=O)C1CC(=O)N(c2ccc(OCC(=O)Nc3ccc(C)cc3)cc2)C1 (stereo unspecified)
1.2 | COc1ccc(CCCc2nnc(SCC(=O)Nc3nc(C)cs3)n2C)cc1

# Shown with each value named: part of the list above.
SMILES: CN(C)CCn1c(=S)[nH]c2ccccc2c1=O
- ARNT TACC3 PPI: 4.1
SMILES: CCCOc1ccc(N2C(=O)CC(N3CCN(c4nc5ccccc5s4)CC3)C2=O)cc1 (stereo unspecified)
- ARNT TACC3 PPI: -3.3
SMILES: C=CCNC(=O)C1CC(=O)N(c2ccc(OCC(=O)Nc3ccc(C)cc3)cc2)C1 (stereo unspecified)
- ARNT TACC3 PPI: -6.7
SMILES: CC1/C(=N/O)CC(c2ccccc2)NC1c1ccccc1 (stereo unspecified)
- ARNT TACC3 PPI: -11.8

# Additional entries follow:
ARNT TACC3 PPI | structure
10.8 | O=C(c1cc2ccccc2oc1=O)N(Cc1ccco1)Cc1cccs1
-4.2 | CS(=O)(=O)N(Cc1ccc(C(=O)NC2CCCCC2O)cc1)c1ccccc1 (stereo unspecified)
-3.4 | CCCOC(=O)CN1C(=O)c2ccccc2C1=O
3.6 | O=C(Nc1ccc2c(c1)OCCO2)c1cccc(S(=O)(=O)N2CCCCC2)c1
-9.9 | O=C(c1ccc(C(=O)N2CCCCCC2)cc1)N1CCCCCC1
5.6 | O=C(CSc1nnc(C2CC2)n1-c1ccccc1)Nc1ccc(N2CCOCC2)cc1
1.4 | Cc1cc(Nc2ccccc2)c2c([N+](=O)[O-])cc(C)c(C)c2n1
0.3 | FC(F)(F)c1cccc(NC(=S)Nc2ccc(Cl)cc2Cl)c1
0.7 | COC1=C(OC)c2ccccc2C(C(=O)O)N/C1=C(/C)Nc1ccncc1 (stereo unspecified)
-1.2 | C/C(CC(=O)NCc1ccco1)=N\NC(=O)Cc1ccccc1
-2.1 | Oc1ccc(N2Cc3ccccc3C2)cc1
-6.8 | COc1ccc(OC)c(NC(=O)N[C@@H](Cc2ccccc2)C(=O)O)c1
2.1 | c1ccc(-c2cnnc(N3CCCCC3)n2)cc1
-1.0 | CC12CCC(C(=O)N3CCc4ccccc43)(CC1=O)C2(C)C (stereo unspecified)
8.5 | C=CCc1ccccc1OCC(O)CN(C(C)C)C(C)C (stereo unspecified)
-3.2 | OCC#CCSc1nnc(-c2ccncc2)o1
-6.9 | COC(=O)Cc1c(O)ccn(Cc2ccccc2OC)c1=O
8.1 | C/C(=N\O)c1ccc2c3c([nH]c2c1)CCCC3
5.3 | CCn1cnc2cc(NCc3nc4ccccc4n3Cc3ccccc3)ccc21
4.0 | CCOC(=O)CCn1nc(-c2ccc(Cl)cc2)cc1N
-9.1 | CCOC(=O)c1ccc2nc(NC(NC(C)=O)(C(=O)OC)C(F)(F)F)sc2c1 (stereo unspecified)
-4.2 | Cc1nc2ccccc2n1CC(=O)NCCN1CCCC1
-6.5 | CCOC(=O)c1cnc2c(-c3ccc(F)cc3)cnn2c1C(F)(F)F
-2.9 | Cc1cc(N2CCOCC2)cc(C)[n+]1[O-]
2.0 | COc1ccccc1-c1nn2c(C3COc4ccccc4O3)nnc2s1 (stereo unspecified)
-4.1 | CC(C)Nc1nc(NC(C)C)nc(N(C)C(N)=O)n1
-6.6 | Cc1nc(SC2CC(=O)N(c3ccccc3)C2=O)nc2c1CCCC2 (stereo unspecified)
6.4 | CS(=O)(=O)N(CC(=O)N1CCCCCC1)c1ccc(Br)cc1
0.1 | O=C(N1CCCCC1)N1CCN(c2ccc(Cl)cc2)CC1
12.0 | COc1ccc(OCCN2CCCC2)cc1Nc1nnc(Cl)c(Nc2ccccc2S(C)(=O)=O)n1
-15.9 | O=C1NC(=O)C2(CCC(C(=O)O)C2)N1 (stereo unspecified)
-0.6 | CNC(=O)n1ccc(C(=O)N2CCCCC2)n1
-2.8 | Cc1cccc(C)c1NC(=O)CN1CCNCC1
-1.5 | COc1cccc2cc(C(=O)N(C)C3CCN(C)CC3)c(=O)oc12
3.7 | Cc1nn(-c2cc(N3CCCCC3)ccc2[N+](=O)[O-])c(=O)c2ccccc12
2.8 | O=C(NNc1cccc(Cl)n1)Nc1ccc(Cl)cc1

# Looked up above:
# Under ARNT TACC3 PPI, `CNC(=O)c1sc(-c2ccc(Cl)cc2)nc1C` has -4.2
# Under ARNT TACC3 PPI, `Cc1nc(SC2CC(=O)N(c3ccccc3)C2=O)nc2c1CCCC2` (stereo unspecified) has -6.6
# Under ARNT TACC3 PPI, `COc1ccc(CC(=O)Nc2cccc(-c3csc(C)n3)c2)cc1` has -7.3
# Under ARNT TACC3 PPI, `CS(=O)(=O)N(Cc1ccc(C(=O)NC2CCCCC2O)cc1)c1ccccc1` (stereo unspecified) has -4.2
# Under ARNT TACC3 PPI, `Oc1ccc(N2Cc3ccccc3C2)cc1` has -2.1
# Under ARNT TACC3 PPI, `COc1ccc(OCCN2CCCC2)cc1Nc1nnc(Cl)c(Nc2ccccc2S(C)(=O)=O)n1` has 12.0

# (cont.)
ARNT TACC3 PPI | structure
-2.3 | CCOC(=O)C1CCN(c2ncnc3c2oc2ccc(Cl)cc23)CC1
-1.3 | CCOc1ccc(-c2nnc3ccc(SCC(=O)NCc4ccco4)nn23)cc1
-13.9 | COc1cc(C2Nc3ccccc3C(=O)N2c2ccc3c(c2)OCCO3)ccc1OCC(C)C (stereo unspecified)
-2.4 | O=C(CNC(=O)c1ccco1)NCC(=O)OCc1ccccc1Br
-0.2 | O=C(OCC#CCSc1nnc(-c2ccc(Br)cc2)o1)c1ccco1
1.2 | CCOc1cc(C2C(C(C)=O)=C(C)Nc3ncnn32)ccc1O (stereo unspecified)
-4.2 | O=C(NCc1ccco1)C1CCCN(S(=O)(=O)c2ccc(Cl)cc2)C1 (stereo unspecified)
2.7 | COC1(OC)N=C(N)C2(C#N)C(c3ccc4c(c3)OCO4)C12C#N (stereo unspecified)
1.3 | CCCCN(C)S(=O)(=O)c1cc(Br)cc2c1N(C(=O)C1CC1)CC2
2.7 | N#Cc1c(N)c(C(=O)c2ccc(Br)cc2)n2c1CCC2
0.3 | COc1ccc(/C=N/NS(=O)(=O)c2ccc(C)cc2)cc1OC(=O)c1ccccc1
-2.0 | Cn1c(=O)c2cn(Cc3ccc(Cl)cc3)cc2n(C)c1=O
-2.5 | CC(C)(C)NS(=O)(=O)c1ccc(NC(=O)C(Sc2ccccc2)c2ccccc2)cc1 (stereo unspecified)
2.0 | CCCC(=O)Nc1ccc(C)c(O)c1
0.0 | CCN1CCN(C(=O)c2cc3cc4cc(OC)ccc4nc3s2)CC1
-4.2 | Cc1cnc(NC(=O)CSc2ncn(-c3ccccc3)n2)s1
5.1 | COc1c[nH]n(C2CCCCC2)c(=O)c1=O
2.3 | CCCCNC(=O)C(C#N)c1nc2ccccc2nc1N1CCN(c2ccccc2F)CC1 (stereo unspecified)
-4.5 | CN(C)CCn1c(C(=O)Nc2ccccc2)cc2ccccc21
-3.4 | N/C(Cc1ccc(Cl)cc1)=N\OC(=O)c1ccc2ccccc2c1
5.9 | Cc1nc2ccc(S(=O)(=O)NCC(=O)NCCN3CCCCCC3)cc2s1
-6.6 | Cc1ccc(C(=O)NC2CCN(C(=O)N3CCOCC3)CC2)cc1
18.0 | COc1ccc(/C=N\N=C2/SC(CC(=O)O)C(=O)N2c2ccc(O)cc2)cc1 (stereo unspecified)
21.3 | CCOc1cccc(-c2cc(=O)[nH][nH]2)c1
-5.1 | CCCCCN(C(=O)COC(=O)c1ccc(Br)o1)c1c(N)n(CCCC)c(=O)[nH]c1=O
-0.3 | Cc1ccc(S(=O)(=O)NC(CC(=O)N2CCc3ccccc32)c2ccco2)cc1 (stereo unspecified)
0.7 | c1ccc(CNn2nnnc2-c2ccccc2)cc1
-3.9 | CCOc1ccccc1N(C(=O)c1ccco1)C(C(=O)NC1CCCC1)c1cccnc1 (stereo unspecified)
-2.7 | CCc1c(C)nc2[nH]nc(-c3ccccc3)n2c1=O
4.8 | Cc1nn(-c2cc(N3CCCCC3)ccc2N)c(=O)c2ccccc12
-1.1 | CCOc1ccc(C(=O)NC(=S)Nc2ccc(N3CCC(C)CC3)cc2)cc1[N+](=O)[O-]
-13.7 | CCc1ccc(OCC(=O)N(C)C)c(Br)c1
1.7 | Cc1cc(C)n(S(=O)(=O)c2cc(Cl)ccc2Cl)n1
-4.5 | CCN(CC)C(=O)CSc1ncnc2c1nnn2-c1ccc(F)cc1
-1.7 | COc1ccc(C/C(N)=N/OC(=O)C(c2ccccc2)c2ccccc2)cc1OC
1.4 | CCCOc1ccc(/C=C/C(=O)Nc2ccc([N+](=O)[O-])cc2C)cc1OC
14.7* | Cc1cc(=O)n(-c2ccc(O)cc2)[nH]1
-4.6 | CC(C)OC(=O)CSc1nnc(-c2ccc(Cl)cc2Cl)o1
-3.2 | C/C(=N\NC(=O)c1c(Cl)c(C)nn1C)c1cccc(NC(=O)COc2ccc(Cl)cc2)c1
-4.1 | O=C(c1cc2nc(C3CC3)cc(C(F)(F)F)n2n1)N1CCCC1
-16.2 | Cc1cc(C)n(-c2nc3c(c(=O)[nH]c(=O)n3C)n2Cc2cccc(Br)c2)n1
-6.7 | O=c1cc(N2CCN(c3cccc(Cl)c3)CC2)[nH]c(=O)n1C1CCCCC1
-3.8 | O=C1CC(c2ccccc2Cl)C2=C(COC2=O)N1 (stereo unspecified)
-4.2 | COc1ccc(Cl)cc1NC(=O)C1CC(=O)N(c2ccc(F)cc2)C1 (stereo unspecified)
0.1 | COc1ccc(NC(=O)C23CC4CC(C2)CC(n2cnc(Br)n2)(C4)C3)c(OC)c1
9.9 | COc1ccc(OC)c(N(CC(=O)Nc2ccc3c(c2)OCO3)S(=O)(=O)c2ccccc2)c1
11.8 | COc1ccc(CN(CCC#N)C(=S)NC(=O)c2ccccc2)cc1
3.6 | CCOC(=O)c1ccc(-c2cccc(-c3cc(=O)oc4cc(OC)cc(OC)c34)c2)cc1

# An excerpt from above in order of their number in ARNT TACC3 PPI, low to high.
compound,ARNT TACC3 PPI
O=C(c1cc2nc(C3CC3)cc(C(F)(F)F)n2n1)N1CCCC1,-4.1
O=C1CC(c2ccccc2Cl)C2=C(COC2=O)N1 (stereo unspecified),-3.8
COc1ccc(NC(=O)C23CC4CC(C2)CC(n2cnc(Br)n2)(C4)C3)c(OC)c1,0.1
COc1ccc(CN(CCC#N)C(=S)NC(=O)c2ccccc2)cc1,11.8

# 3 compounds picked at random from the list so far, as already listed:
ARNT TACC3 PPI | structure
4.8 | Cc1nn(-c2cc(N3CCCCC3)ccc2N)c(=O)c2ccccc12
-2.7 | CCc1c(C)nc2[nH]nc(-c3ccccc3)n2c1=O
5.9 | Cc1nc2ccc(S(=O)(=O)NCC(=O)NCCN3CCCCCC3)cc2s1
